Screening data: PubChem, several laboratories
M5 ag: agonists of human muscarinic M5 receptor (CHRM5); P08912; activation, % at 3 µM; CHO-K1 hM5 cells, Fluo-8 calcium fluorescence; 0% DMSO wells, 100% maximal acetylcholine response; AID 624037; actives 0.19% (n = 360,000);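 active = activation above the run's mean over test compounds plus 3 SD, cut at about 23% in these data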;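 also: signal is peak over basal fluorescence ratio across the kinetic read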
Target sequence (P08912 whole entry, looked up): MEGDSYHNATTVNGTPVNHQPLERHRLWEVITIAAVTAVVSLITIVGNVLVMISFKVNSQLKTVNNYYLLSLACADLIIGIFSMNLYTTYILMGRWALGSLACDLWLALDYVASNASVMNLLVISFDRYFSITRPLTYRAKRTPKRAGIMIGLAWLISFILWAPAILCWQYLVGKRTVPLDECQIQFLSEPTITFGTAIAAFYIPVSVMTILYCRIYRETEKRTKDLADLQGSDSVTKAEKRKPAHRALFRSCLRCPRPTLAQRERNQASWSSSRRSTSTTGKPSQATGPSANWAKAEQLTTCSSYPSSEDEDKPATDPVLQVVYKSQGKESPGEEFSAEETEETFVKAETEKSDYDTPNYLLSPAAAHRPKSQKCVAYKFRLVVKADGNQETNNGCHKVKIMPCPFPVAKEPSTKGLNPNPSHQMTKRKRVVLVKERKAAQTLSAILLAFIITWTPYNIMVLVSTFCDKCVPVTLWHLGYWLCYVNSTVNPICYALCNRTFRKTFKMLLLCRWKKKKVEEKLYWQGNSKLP
CHRM5 antagonist: antagonists of human muscarinic M5 receptor (CHRM5) | P08912 | CHO-hM5 cells, Fluo-8 calcium fluorescence, ACh EC80 | inhibition, % at 3 µM | actives 0.59% (n = 360,000);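 active = inhibition above a per-plate cutoff, the mean of that plate's test compounds plus 3 SD, cut at about 27% in these data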;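 also: 0% = acetylcholine EC80 with DMSO and 100% = DMSO without agonist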
CHO-K1 Ca PAM: counter-screen for M1 PAMs: effect in parental CHO-K1 cells; ATP EC20, Fluo-8 calcium fluorescence; 0% at ATP EC20, 100% at ATP max; activation, % at 3 µM; actives 0.02% (n = 360,000); AID 602247;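 active = activation above the run cutoff, the mean activation of all test compounds plus 3 SD, cut at about 40% in these data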;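 also: peak over basal fluorescence ratio in a 140 s read after ATP addition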
CHRM5 PAM: CHRM5 positive allosteric modulation; actives 0.3% (n = 360,000); activation, % at 3 µM; CHO-K1 hM5, Fluo-8 calcium, ACh EC20 PAM; 0% = ACh EC20, 100% = ACh EC100; P08912;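 active = activation above the run cutoff, the mean activation of all test compounds plus 3 SD, cut at about 18% in these data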
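System: CHO-K1 hM5 cells. Reagent: acetylcholine, EC20 level. Compound dosing: single dose, 3 µM nominal final test concentration. Timing: Post-acetylcholine fluorescence recording 140 s. Detection: Fluo-8 calcium fluorescence. Read-out: % activation, ACh-normalized. Benchmarks: ACh EC20 and EC100 wells. Repeats: singlicate, one well per test compound.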
CHRM4 PAM: CHRM4 positive allosteric modulation; P08173; CHO-K1 hM4/Gqi5, Fluo-8 calcium fluorescence, ACh EC20; 0% = ACh EC20, 100% = maximal ACh; activation, % at 3 µM; actives 0.4% (n = 360,000); AID 624126;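 active = activation above its plate's cutoff, the mean activation of sample wells plus 3 SD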; also: some results filed as inactive read as strong as hits
Target sequence (P08173 whole entry, looked up): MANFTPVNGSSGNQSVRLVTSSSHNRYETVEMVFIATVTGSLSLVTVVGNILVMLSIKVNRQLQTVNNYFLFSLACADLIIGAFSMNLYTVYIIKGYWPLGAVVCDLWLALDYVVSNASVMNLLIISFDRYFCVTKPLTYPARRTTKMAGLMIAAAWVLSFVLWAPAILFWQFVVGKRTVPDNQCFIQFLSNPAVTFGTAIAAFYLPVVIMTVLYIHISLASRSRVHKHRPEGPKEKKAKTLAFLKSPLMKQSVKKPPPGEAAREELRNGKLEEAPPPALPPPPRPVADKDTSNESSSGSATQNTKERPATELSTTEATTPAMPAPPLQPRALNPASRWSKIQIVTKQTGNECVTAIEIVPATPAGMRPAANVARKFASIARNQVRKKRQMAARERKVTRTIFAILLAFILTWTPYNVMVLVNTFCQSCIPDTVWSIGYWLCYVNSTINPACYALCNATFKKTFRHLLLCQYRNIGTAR
TAAR1 antag: antagonists of human TAAR1; actives 1.5% (n = 360,000); CHO RD-HGA16 TAAR1, Fluo-8 calcium fluorescence, antagonist; Q96RJ0; inhibition, % at 3 µM;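 active = inhibition above a per-plate cutoff, the mean inhibition of test compounds on that plate plus 3 SD, cut at about 49% in these data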;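 also: 0% = DMSO plus EC80 beta-PEA response and 100% = DMSO alone without agonist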
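System: CHO RD-HGA16 cells bearing hTAAR1. Reagent: EC80 β-phenethylamine stimulus. Schedule: seeding 17-24 h prior, 75-min 37 °C, 30-min RT dye loading. Signal: Fluo-8 intracellular calcium dye fluorescence, real-time kinetic reads. Read-out: % inhibition from peak post-agonist over basal fluorescence ratio. Benchmarks: vehicle wells and EC80 agonist wells. Replicates: n of 1.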
CRFBP-R2 block: CRF-BP/CRF-R2 complex antagonism | HEK293 CRF-R2/CRF-BP, CRF-induced calcium fluorescence | inhibition, % at 11.8 µM | actives 0.59% (n = 350,000) | AID 588475;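 active = inhibition of the ligand-induced calcium signal above about 50% at the single tested concentration, limit read from the data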
TAAR1 ag: agonists of human TAAR1; Q96RJ0; CHO RD-HGA16 TAAR1, Fluo-8 calcium fluorescence; vehicle wells 0%, saturating PEA agonist 100%; activation, % at 3 µM; actives 0.99% (n = 360,000); AID 624467;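 active = activation above the mean activation of all test compounds in the run plus 3 SD, cut at about 38% in these data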
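System: CHO-derived RD-HGA16 cells with stable Gα16 and human TAAR1 / Times: 17-24 h plating, Fluo-8 75 min 37 °C, 30 min RT / Technique: calcium-sensitive Fluo-8 signal, excitation 470-495, emission 515-575 nm / Measure: % activation relative to PEA EC100 response / Benchmarks: DMSO and PEA EC100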
CRFR2-BP ag: agonists of human CRF-binding protein/CRF-R2 receptor complex | AID 588473 | HEK293 CRF-R2/CRF-BP, calcium dye fluorescence (FLIPR); percent of saturating CRF peptide response | activation, % at 13.2 µM | actives 0.46% (n = 350,000);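 active = activation of at least 50%, plus an integration ratio under a set limit after plate pattern correction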;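 also: plate controls were neutral control wells without compound for no effect and CRF at EC100 for full effect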
* hit, by the source's call; / = no result given.

structure	M5 ag	CHRM5 antagonist	CHO-K1 Ca PAM	CHRM5 PAM	CHRM4 PAM	TAAR1 antag	CRFBP-R2 block	TAAR1 ag	CRFR2-BP ag
O=C(NCC1CCCO1)c1cccc(S(=O)(=O)Nc2ccc(F)cc2)c1 (centres undefined)	4	2	6	1	-4	9	-20	9	-0.3
O=C(Nc1cc2c3c(c1)CC(=O)N3CCC2)c1ccc(Cl)cc1	1	5	23	2	14	-9	0	1	-0.9
O=C(NC(=S)N1CCCCC1c1cccnc1)c1ccc(Br)cc1 (centres undefined)	0	4	-4	8	15*	-16	-2	2	-1.4
C/C(=N/NS(=O)(=O)c1ccc(F)cc1)c1ccncc1	-4	8	-4	-4	4	3	-6	3	2.6
COc1ccc(Cl)cc1-c1nc(SCC(=O)NC2CCCC2)n[nH]1	2	10	-7	-1	-2	-15	-8	1	-2.6
COc1ccccc1CNC(=O)C1CCCN1S(=O)(=O)c1cccc2cccnc12 (centres undefined)	2	1	28	-2	0	-2	-14	1	0.0
CC1CCN(S(=O)(=O)c2ccc3c4c2CC(=O)N4CC(C)S3)CC1 (centres undefined)	-4	-5	-7	-2	5	-32	-4	-2	0.3
O=C(Nc1cccnc1)c1cc2c(s1)-c1ccccc1OC2	1	1	-1	-1	-5	11	-16	6	1.7
COc1ccc(C(NC(=O)c2ccc(-c3ccccc3)cc2)c2ccccc2)cc1 (centres undefined)	1	-3	20	6	7	-15	-4	13	6.4
Clc1nc2ccccc2cc1-c1nnn(-c2ccccc2Br)n1	3	1	3	10	6	5	-5	-1	0.2
O=C(O)COn1c(-c2ccccc2)nc2ccc([N+](=O)[O-])cc21	0	-6	19	7	-5	-12	-1	3	-0.1
Cc1cccc(OCCSc2nc3ccccc3n2CCC(=O)O)c1	-1	16	2	-2	4	-2	0	3	0.7
Cc1nc(SCC(=O)Nc2cccc(S(=O)(=O)N3CCOCC3)c2)nc(C)c1C	-1	9	-14	-2	3	-36	3	2	-1.9
COC(=O)c1ccccc1NC(=O)c1cccs1	-9	0	13	4	4	7	17	14	-2.4
Cn1c(=O)c2[nH]c(CN(Cc3ccccc3)Cc3ccccc3)nc2n(C)c1=O	-1	4	5	3	-3	3	-13	0	-2.2
CC(C)c1ccc(-c2c(C#N)c(N)nc(SCC(=O)N3CCCCCC3)c2C#N)cc1	/	/	/	/	/	-6	-15	5	0.3
COc1ccc(N2CCN(C(CNS(=O)(=O)c3ccccc3)c3ccccc3)CC2)cc1 (centres undefined)	-5	0	9	2	2	-15	-7	-1	-2.9
O=C(O)c1cc(-c2ccccc2)n(-c2ccc(F)cc2)n1	2	-1	-8	4	0	-19	6	-1	0.3
O=C(CSc1nnc(-c2cnccn2)n1Cc1ccco1)c1ccc(Cl)cc1	-3	-8	13	0	18	-1	-1	0	0.9
COc1cccc(CNC(=O)[C@H](C)NC(=O)C2CCN(S(=O)(=O)c3ccccc3)CC2)c1	-2	-3	15	3	-5	-22	7	1	0.3
COc1cc(-c2noc(C)c2C(=O)NCc2ccc3c(c2)OCO3)cc(OC)c1OC	-9	-5	4	-1	4	30	7	13	-1.3
Cc1cc2oc(=O)cc(CN3CCN(c4ccc(Cl)c(Cl)c4)CC3)c2cc1Cl	3	2	6	2	11	13	/	2	/
O=C(NC(=O)c1ccccc1F)Nc1nc(-c2cccs2)cc(C(F)(F)F)n1	0	3	3	0	2	17	-9	-2	0.3
COc1ccc(OC)c(S(=O)(=O)N2CCN(c3c(C)cccc3C)CC2)c1	0	2	16	-5	-3	3	-25	-2	20
CCN(CC(=O)Nc1ccc(NC(C)=O)cc1)C(=O)C1CC(=O)N(c2ccc3c(c2)OCCO3)C1 (centres undefined)	0	11	13	-2	2	1	8	2	0.2
O=C(N/N=C/c1ccc[nH]1)c1ccc2c(c1)OCO2	1	12	11	0	4	-16	4	1	-2.9
O=C(CCOc1ccccc1)Nc1ccccc1[N+](=O)[O-]	-2	10	7	-6	-4	-21	6	4	-1.3
CCOC(=O)c1ccc(NC(=O)C(=O)NCc2ccccn2)cc1	1	9	-13	10	2	-6	-11	1	0.8
O=C(OCC(=O)N1CCCc2ccccc21)c1cccnc1Cl	0	-2	10	0	1	-8	1	9	-0.2
CCN1C(=O)C(CC(=O)Nc2ccccc2)N(Cc2ccccn2)C1=S (centres undefined)	6	-1	10	0	2	-5	-18	5	0.2
C#CCOCCOCCOCCNc1nc(N2CCN(C(=O)[C@H](CCCN=C(N)N)n3cc(C(N)[C@@H](C)CC)nn3)CC2)nc(N2CCN(C(=O)[C@H](CCCCN)n3cc([C@@H](N)[C@H](C)CC)nn3)CC2)n1 (some centres undefined)	4	7	5	-12	1	109*	-5	12	0.9
N#CCSc1ccccc1NC(=O)COc1ccc(-c2nnco2)cc1	9	1	10	-4	-8	-4	-1	6	8.2
Cc1cc(C)c(C)c(S(=O)(=O)NC(C(=O)NCCc2ccco2)C(C)C)c1C (centres undefined)	1	-4	8	2	3	4	14	0	-2.1
CC1=C(C(=O)OCC2CCCO2)C(c2ccncc2)C2=C(CCCC2=O)N1 (centres undefined)	-3	-6	8	8	2	-19	-11	6	1.0
CC(NS(=O)(=O)c1cc2c3c(c1)CCC(=O)N3CCC2)c1ccccc1 (centres undefined)	2	3	-8	-1	-1	-3	5	4	0.7
CCn1c(/C=C/c2cc(Br)ccc2O)nc2ccccc2c1=O	3	-3	8	-1	-2	27	2	6	-1.4
COC(C/C=C/[C@H](O)COCc1ccccc1)OC	4	-11	0	10	21	-1	9	9	-1.8
CCC(C)Nc1cc(C)c(C#N)c2nc3ccccc3n12 (centres undefined)	-5	7	-3	-2	2	-5	-22	1	-5.3
CC(=O)N/C(=C\c1ccccc1)C(=O)OCC(=O)NC(=O)c1ccccc1	-2	2	12	2	-1	-17	4	10	-0.5
CNc1ccccc1C(C)(C)c1cc(-c2ccc(F)cc2)no1	0	9	-11	-4	-1	21	-63	8	-2.2

Records listed so far marked active in CHRM4 PAM:
mol | M5 ag | CHRM5 antagonist | CHRM4 PAM | CRFBP-R2 block | TAAR1 ag | CRFR2-BP ag
O=C(NC(=S)N1CCCCC1c1cccnc1)c1ccc(Br)cc1 (centres undefined) | 0 | 4 | 15* | -2 | 2 | -1.4

Next entries follow:
structure	M5 ag	CHRM5 antagonist	CHO-K1 Ca PAM	CHRM5 PAM	CHRM4 PAM	TAAR1 antag	CRFBP-R2 block	TAAR1 ag	CRFR2-BP ag
Cc1onc(-c2ccccc2Cl)c1C(=O)N(Cc1ccc(N(C)C)cc1)C(C)C	3	8	17	-8	-3	9	-3	11	0.1
COCCN1CC(CNC(=O)c2cc(COc3ccc(C)c(C)c3)on2)CC1=O (centres undefined)	-2	-7	20	6	7	-16	-7	2	-0.4
Cc1ccc(-n2ncc3c2CC(C)(C)CC3NC(=O)c2ccncc2)cc1 (centres undefined)	-3	-5	10	-2	1	-20	2	-2	0.2
Cc1ccc(SCC(=O)NCCC2=CCCCC2)cc1	-4	11	16	1	0	2	-15	4	-0.4
COc1ccc(-c2oc3c(c2C#CC2(O)CCCCC2)C(OC)CCC3)cc1 (centres undefined)	2	-8	-16	-3	-5	-22	/	-1	/
Cc1coc2c1c(C)cc1oc(=O)c(CC(=O)NCC(=O)O)c(C)c12	-2	3	15	0	-2	3	-7	3	0.5
CC(=O)Nc1ccc(NC(=O)CSC2=NS(=O)(=O)c3cc(F)ccc3N2)cc1	1	5	1	-2	7	-4	6	-1	-1.2
CC(C)(C)NC(=O)C(C1CC1)n1c(=O)c(-c2ccccc2)nc2ccccc21 (centres undefined)	1	6	/	-2	6	-14	/	3	/
Cc1ccc(C2(c3ccccc3)NC(=O)N(CC(=O)N3CC(=O)Nc4ccccc43)C2=O)cc1C (centres undefined)	-6	1	11	9	-4	-27	-7	1	1.1
O=C(O)c1ccccc1NC(=S)NC(NC(=O)c1ccccc1[N+](=O)[O-])C(Cl)(Cl)Cl (centres undefined)	-5	14	2	-4	0	-4	15	9	-0.8

Three compounds out of the list above, ordered by the value under CRFR2-BP ag, highest first:
| SMILES | CRFR2-BP ag |
| --- | --- |
| Cc1ccc(C2(c3ccccc3)NC(=O)N(CC(=O)N3CC(=O)Nc4ccccc43)C2=O)cc1C (centres undefined) | 1.1 |
| Cc1coc2c1c(C)cc1oc(=O)c(CC(=O)NCC(=O)O)c(C)c12 | 0.5 |
| Cc1ccc(SCC(=O)NCCC2=CCCCC2)cc1 | -0.4 |

Additional structures follow:
structure	M5 ag	CHRM5 antagonist	CHO-K1 Ca PAM	CHRM5 PAM	CHRM4 PAM	TAAR1 antag	CRFBP-R2 block	TAAR1 ag	CRFR2-BP ag
CCOCCCNC(=O)c1cc(Sc2nnc(C)s2)nc2ccccc12	-2	5	29	-2	3	8	-1	-4	1.0
O=C(NCCCN1CCc2ccccc2C1)C1CCN(c2nnc(-n3cccc3)s2)CC1	-5	-3	18	-3	-8	-35	5	4	-1.9
O=C(Nc1cccnc1)Nc1ccccn1	-3	-1	-4	-14	3	2	-10	5	-0.7
O=C(CN1CCN(Cc2ccc(Cl)cc2)CC1)N/N=C/c1ccncc1	-2	5	-9	2	-3	-4	-11	4	9.4
CCC1C(c2ccccc2)N(C)C(c2ccccc2)CC1(O)c1ccccc1 (centres undefined)	-4	-5	6	-9	-17	25	-14	8	0.2
OC1(c2ccc(OC(F)F)cc2)CSC(=Nc2cccnc2)N1C1CC1 (centres undefined)	-1	5	3	-21	-11	9	-13	6	2.1
CC(C)c1ccc(S(=O)(=O)/N=C2\C=C(NS(=O)(=O)c3ccccc3)C(=O)c3ccccc32)cc1	0	2	12	1	-2	-18	26	-3	-0.1
COc1ccc(N(CC(=O)Nc2ccccc2OC)S(=O)(=O)c2ccccc2)cc1Cl	-10	14	13	-9	-7	9	-14	5	2.5
COc1cc(OC)cc(C(=O)Nc2ccc(-n3cnnn3)c(C)c2)c1	0	3	-4	-4	-1	6	8	6	-3.1
Cc1nn(Cc2c(Cl)cccc2Cl)c(Cl)c1/C=N/NC(=O)c1cccnc1	-5	9	-2	-9	-6	30	-4	22	-0.2
Cc1onc(C(=O)Nc2ccc3c(c2)OCO3)c1[N+](=O)[O-]	-10	8	-1	-4	6	/	1	/	-1.7
O=C(CN1CCN(C(C(=O)Nc2ccc(Cl)cc2C(F)(F)F)c2ccccc2)CC1)NC1CC1 (centres undefined)	0	0	4	2	6	-15	-11	3	3.3
CCc1ccccc1NC(=S)NCc1ccc2c(c1)OCO2	-7	-3	16	0	9	-2	6	9	-1.7
Cc1cc(N2CCN(C)CC2)nc2ccc(NC(=S)NCCN3CCc4ccccc4C3)cc12	-10	10	20	-3	-6	-16	-1	1	-0.4
